Bioassay records as filed in PubChem.
Efflux pump mplx = blocks antifungal efflux pumps in multiplex yeast assay; S. cerevisiae Candida pump triplex, Nile Red efflux; hit rate 0.44% among 330,000; inhibition, % at 10 µM;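 active = plate passing quality check with inhibition over a set limit, or well fluorescence over plate mean plus 4 SD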;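 note: Nile Red retained in pooled yeast measured as flow cytometry median fluorescence; 0% = buffer negative control and 100% = Enniatin B positive control; higher means more Nile Red kept so more efflux inhibition; some compounds called inactive have numbers as strong as hits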
CIT2-GFP yeast = yeast TOR pathway CIT2-GFP modulation. S. cerevisiae CIT2-GFP strain, flow cytometry, 3 h; 100 means same as DMSO wells. GFP response vs DMSO, % at 10 µM. hit rate 0.065% among 320,000. AID 2029;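 active = GFP response relative to DMSO above a set limit, near the screen mean plus 3 SD, cut at about 150% in these data; inconclusive = Fewer than 70 cells measured for a yeast strain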;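 note: ratio of well median GFP fluorescence to mean of DMSO wells on the plate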
Yeast superoxide = yeast age-related superoxide inhibition as caloric restriction mimetic | S. cerevisiae aged cells, superoxide DHE fluorescence; stronger effect = lower value | superoxide response (% of plate mean), % at 10 µM | hit rate 0.18% among 330,000;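 active = superoxide response under a set limit, about three screen SD below normal, cut at about 65% in these data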;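 note: yeast aged for seven days with compound at 30 °C before DHE staining; 100% = average MFI of all compound-treated wells on the plate with controls excluded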
LAP4-GFP MLPCN = alters LAP4-GFP fluorescence in TOR pathway yeast screen. AID 2023. hit rate 0.34% among 320,000. GFP response vs DMSO, % at 10 µM. S. cerevisiae LAP4-GFP multiplex, flow cytometry GFP, 3 h; median GFP as percent of DMSO wells;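 active = GFP response vs DMSO above a set limit, about the screen mean plus 3 SD, cut at about 150% in these data; inconclusive = under 70 cell events counted for the yeast strain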
RPL19A-GFP yeast = alters RPL19A-GFP fluorescence in TOR pathway yeast screen. S. cerevisiae RPL19A-GFP strain, flow cytometry, 3 h; stronger effect = lower value. percent response vs DMSO, % at 10 µM. hit rate 0.3% among 330,000;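 active = percent response vs DMSO below 50%; inconclusive = fewer than 70 events counted for the yeast strain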;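 note: median channel GFP fluorescence of the barcoded RPL19A-GFP strain; ratio of sample median GFP to plate DMSO average so 100% = DMSO; lower means less RPL19A-GFP as with rapamycin TOR inhibition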
AHR act = activators of human aryl hydrocarbon receptor; AHR-responsive luciferase reporter cells, luminescence; hit rate 2.5% among 320,000; AID 2796; activation, % at 5 µM; in the data active = activation above about 47%;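 note: 0% = vehicle wells and 100% = reference agonist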
Target sequence (P35869 whole entry, looked up): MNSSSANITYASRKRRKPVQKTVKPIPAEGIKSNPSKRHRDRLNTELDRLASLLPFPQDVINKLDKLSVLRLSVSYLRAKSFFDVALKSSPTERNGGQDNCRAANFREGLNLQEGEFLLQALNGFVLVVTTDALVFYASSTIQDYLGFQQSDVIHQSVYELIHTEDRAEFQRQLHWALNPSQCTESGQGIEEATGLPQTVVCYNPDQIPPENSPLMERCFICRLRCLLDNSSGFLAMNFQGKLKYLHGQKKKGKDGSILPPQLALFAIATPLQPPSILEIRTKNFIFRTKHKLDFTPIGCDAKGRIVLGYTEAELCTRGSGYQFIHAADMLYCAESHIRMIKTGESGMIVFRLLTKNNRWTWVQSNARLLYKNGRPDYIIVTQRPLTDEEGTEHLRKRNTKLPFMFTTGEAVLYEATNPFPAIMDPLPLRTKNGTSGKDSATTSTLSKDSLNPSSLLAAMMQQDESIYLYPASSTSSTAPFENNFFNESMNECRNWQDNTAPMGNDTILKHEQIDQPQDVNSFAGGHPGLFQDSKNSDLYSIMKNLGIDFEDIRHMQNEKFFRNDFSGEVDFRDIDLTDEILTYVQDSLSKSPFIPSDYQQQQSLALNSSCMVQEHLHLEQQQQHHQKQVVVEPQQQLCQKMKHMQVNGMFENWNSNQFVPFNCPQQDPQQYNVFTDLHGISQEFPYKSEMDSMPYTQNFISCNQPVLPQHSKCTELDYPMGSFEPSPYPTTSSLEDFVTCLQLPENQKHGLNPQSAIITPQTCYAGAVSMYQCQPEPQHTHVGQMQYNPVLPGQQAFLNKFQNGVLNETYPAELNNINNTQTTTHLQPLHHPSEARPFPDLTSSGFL
AGP1 TOR yeast = yeast TOR pathway AGP1-GFP modulation; hit rate 0.02% among 320,000; S. cerevisiae AGP1-GFP multiplex flow cytometry, 3 h; GFP as percent of DMSO wells; GFP response vs DMSO, % at 10 µM;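 active = GFP response relative to DMSO above a set limit, near screen average plus 3 SD, cut at about 150% in these data; inconclusive = fewer than 70 cells counted for the yeast strain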;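 note: median GFP channel fluorescence of the gated AGP1 strain per well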
MEP2 TOR yeast = yeast TOR pathway MEP2-GFP modulation | S. cerevisiae MEP2-GFP strain, flow cytometry GFP, 3 h; 100% = DMSO control level | GFP response vs DMSO, % at 10 µM | hit rate 0.51% among 330,000 | AID 2016;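 active = GFP response versus DMSO above a set limit, roughly screen mean plus 3 SD, cut at about 180% in these data; inconclusive = fewer than 70 cells counted for a yeast strain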;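 note: median GFP fluorescence of the barcode-gated MEP2-GFP cells per well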
Starred values were filed as active, the others as inactive; ? = inconclusive; / = no result given; [ ] = dose if it differs, or a comment.

1) Cc1nn(-c2ccccc2)c2nc(C(F)F)cc(C(F)F)c12
2) CCN(Cc1nc(-c2ccccc2)no1)C(=O)c1ccc2c(c1)OCO2
3) O=C(CN1CCN(Cc2cccc(Cl)c2)C1=O)NCc1ccccn1
4) CCOC(=O)N/N=C/c1ccc(OCCSc2ccc(Cl)cc2)c(OCC)c1
5) CCOc1ccc(C(C)NC(=S)NCc2ccc(Cl)cc2)cc1 (configuration not stated)
6) CCOc1ccccc1NS(=O)(=O)c1ccc(-n2cccn2)cc1
7) c1ccc(Cn2c(-c3ccccc3)nc3nc4ccccc4nc32)cc1
8) O=C1C2C(C(=O)N1/N=C/c1cc(Br)cc([N+](=O)[O-])c1O)C1C=CC2C12CC2 (configuration not stated)
Compound,1,2,3,4,5,6,7,8
Efflux pump mplx,0.0,-0.1,0.0,-0.5,0.1,-0.2,0.1,-0.1
CIT2-GFP yeast,?,89,99,95,112,103,84,?
Yeast superoxide,93,113,91,88,105,117,117,104
LAP4-GFP MLPCN,?,107,98,103,111,104,91,120[may fluoresce violet]
RPL19A-GFP yeast,84[may fluoresce violet],101,99,100,113,101,93,50[may fluoresce violet]
AHR act,10,1,-2,10,1,1,1,-1
AGP1 TOR yeast,?,98,105,100,106,101,87,/
MEP2 TOR yeast,94[may fluoresce violet],103,106,103,103,108,90,193*[may fluoresce violet]

9) COc1cc(N)c(Br)cc1C(=O)O
10) Fc1ccc(C2CCNCC2COc2ccc3c(c2)OCO3)cc1 (configuration not stated)
11) O=P(c1ccccc1)(c1ccccc1)C(O)c1ccc(Br)cc1 (configuration not stated)
12) CC1CCN(c2ccc(S(=O)(=O)Nc3cc(C(=O)O)cc(C(=O)O)c3)cc2[N+](=O)[O-])CC1
13) CCc1ncc(C(O)c2cccc(OC)c2OC)n1C (configuration not stated)
14) COc1cc(-c2nnc(NC(=O)c3ccc(S(=O)(=O)N4CCOCC4)cc3)o2)cc(OC)c1OC
15) Nc1nc(SCc2ccc(Cl)cc2)ns1
16) Cc1ccc(C(=O)N/C(=C\c2cn(C)c3ccccc23)C(=O)NCCCn2ccnc2)cc1
Compound,9,10,11,12,13,14,15,16
Efflux pump mplx,0.7*,-0.2,0.0,-0.1,-0.1,-0.1,-0.2,0.6
CIT2-GFP yeast,111,94,94,109,104,114,88,102
Yeast superoxide,103,91,106,110,120,94,111,104
LAP4-GFP MLPCN,105,98,95,105,99,95,116,100
RPL19A-GFP yeast,96,104,99,101,95,107,97,100
AHR act,8,0,2,1,0,-2,6,11
AGP1 TOR yeast,104,97,97,116,100,103,86,92
MEP2 TOR yeast,99,110,102,97,104,107,94,107

17) CC(C)NC(=O)c1ccccc1NC(=O)C(C)Oc1ccccc1 (configuration not stated)
18) O=C(Nc1ccc2c(c1)nc1n2CCOC1)C1CCCCC1
19) c1ccc(Nc2scc(-c3ccccc3)[n+]2Cc2ccco2)cc1
20) O=C(Nc1ccc(-c2cnco2)cc1)c1ccccc1
21) COc1cc(C(=O)OCC(=O)NC(=O)c2cccn2C)ccc1OC(F)F
22) COC(=O)c1ccccc1NC(=O)Nc1cc(C(C)(C)C)on1
23) O=C(Nc1ccccc1)c1cc(N2CCOCC2)nc2ccccc12
24) COc1ccc(NC(=O)NC2CCN(C(C)C)CC2)c(OC)c1
Compound,17,18,19,20,21,22,23,24
Efflux pump mplx,0.0,-0.1,-0.1,-0.1,0.0,0.0,0.0,0.0
CIT2-GFP yeast,100,110,98,89,107,96,88,100
Yeast superoxide,107,97,92,116,78,101,109,126
LAP4-GFP MLPCN,95,99,117,115,111,91,88,102
RPL19A-GFP yeast,102,101,99,95,121,98,89,100
AHR act,2,-1,37,-2,0,7,58*,-1
AGP1 TOR yeast,102,101,99,96,113,94,/,108
MEP2 TOR yeast,103,106,104,94,108,100,88,105

25) O=c1c(O[C@H]2O[C@@H](CO)[C@H](O)[C@@H](O)[C@@H]2O)c(-c2ccc(O)cc2)oc2cc(O)cc(O)c12
26) CCOC(=O)C1=C(O)C(Nc2nccs2)(C(F)(F)F)N=C1C (configuration not stated)
27) COc1ccc(C(=O)NC2CCCc3c2cnn3-c2ccc(C)c(C)c2)c(OC)c1OC (configuration not stated)
28) CCN(C(=O)c1ccc(S(=O)(=O)N2CCC(C)CC2)cc1)C1CCS(=O)(=O)C1 (configuration not stated)
29) CCN(CC)CCCN(Cc1cc2cc3c(cc2[nH]c1=O)OCO3)C(=S)NCc1ccco1
30) O=C(COC(=O)CNC(=O)c1cccc(OC(F)F)c1)NNC(=O)c1ccccc1
31) O=C(c1cccc(S(=O)(=O)N2CCN(c3ccccc3)CC2)c1)N1CCCCCCC1
32) CCOC(=O)N/N=C\c1cccc(OC)c1
Compound,25,26,27,28,29,30,31,32
Efflux pump mplx,0.2,0.2,0.5,-0.2,-0.1,-0.1,0.0,0.3
CIT2-GFP yeast,95,90,107,101,92,96,101,93
Yeast superoxide,89,125,106,103,98,90,94,109
LAP4-GFP MLPCN,103,105,83,94,107,100,104,94
RPL19A-GFP yeast,98,98,109,98,95,94,99,93
AHR act,-3,5,3,-2,22,0,2,2
AGP1 TOR yeast,103,104,97,107,100,101,103,92
MEP2 TOR yeast,93,99,112,102,95,94,97,96

33) COc1ccccc1CCNS(=O)(=O)c1ccc(C(=O)O)n1C
34) COc1ccc(CCn2c(C)nc3ccccc3c2=O)cc1OC
35) Cn1c(=O)c2c(nc(NCCNC(=O)c3ccco3)n2Cc2ccccc2)n(C)c1=O
36) CC(Sc1ccc2c(c1)OCCO2)C(=O)Nc1ncc(Cl)cc1Cl (configuration not stated)
37) CCOc1ccccc1C(=O)Nc1cccc2ccccc12
38) Cc1cc(Br)ccc1N=C1NC(=O)CS1
39) CC(=O)N1CCN(C(=O)c2cc(-c3cccc4ccccc34)nc3ccccc23)CC1
40) CCSc1nnc(-c2ccccc2NC(C)=O)c(=O)[nH]1
Compound,33,34,35,36,37,38,39,40
Efflux pump mplx,0.0,-0.2,0.3,-0.1,-0.1,-0.1,0.0,-0.1
CIT2-GFP yeast,97,97,120,97,104,113,105,106
Yeast superoxide,89,88,86,84,90,103,95,96
LAP4-GFP MLPCN,106,99,108,107,92,94,108,104
RPL19A-GFP yeast,96,102,104,99,105,105,103,103
AHR act,1,-5,-2,-3,88*,2,5,1
AGP1 TOR yeast,101,97,108,110,100,112,102,108
MEP2 TOR yeast,100,103,111,104,95,103,108,98

41) Cc1cc(NC(=O)CC2CCCC2)ccc1Br
42) CCN1CCN(S(=O)(=O)c2ccc3c(c2)NC(=O)CS3)CC1
43) COc1cc(OC)cc(-c2nc3ccccc3c(=O)n2NC(=O)c2cccnc2Cl)c1
44) CC[C@H](CO)Oc1cc(NCc2ccc(Cl)c(Cl)c2)c2ncn(C(C)C)c2c1
45) CCCCN(C(=O)CSc1nnc(Nc2ccccc2)s1)c1c(N)n(CCC)c(=O)[nH]c1=O
46) O=[N+]([O-])c1ccc(C[n+]2cccc3ccc4cccnc4c32)cc1
47) COC(=O)c1cc(CSC(=N)N)ccc1OCCC(C)C
48) CSCCC(NC(=O)COc1ccccc1)C(=O)NC1CCC(C)CC1 (configuration not stated)
Compound,41,42,43,44,45,46,47,48
Efflux pump mplx,0.0,-0.2,0.0,-0.2,0.2,-0.2,-0.1,-0.1
CIT2-GFP yeast,91,96,104,104,78,102,115,100
Yeast superoxide,87,90,91,102,104,100,123,95
LAP4-GFP MLPCN,118,95,90,89,88,102,118,103
RPL19A-GFP yeast,99,91,105,96,91,100,102,96
AHR act,7,0,5,5,5,-1,-1,-1
AGP1 TOR yeast,92,88,102,97,85,104,110,107
MEP2 TOR yeast,103,143,104,90,88,104,101,95

49) Cc1ccc(/C=N/NC(=O)CSc2nc3ccccc3[nH]2)o1
50) C#CCOC(=O)CCCC(=O)Nc1ccccc1OC
51) O=C(Nc1ccccc1)c1ccc(CN2CCc3ccccc3C2)cc1
52) O=C(OCC(=O)N1CCc2ccccc21)c1ccc(Cl)nc1
53) CCC1C(C#N)=C(SC)NC2=C1C(=O)CC(C)(C)C2 (configuration not stated)
54) Cc1ccc(S(=O)(=O)NCc2ccccc2)cc1C(=O)N1CCN(c2ccccc2)CC1
55) CS(=O)(=O)N(CC(=O)NC1CCCC1)c1ccc2c(c1)OCCO2
56) O=C(NCCc1ccccc1)c1ccc(=O)oc1
Compound,49,50,51,52,53,54,55,56
Efflux pump mplx,0.1,0.0,0.1,-0.1,-0.1,-0.1,0.0,0.1
CIT2-GFP yeast,99,101,97,95,/,102,101,96
Yeast superoxide,99,112,100,78,97,101,99,110
LAP4-GFP MLPCN,96,101,96,103,100,95,95,96
RPL19A-GFP yeast,102,100,92,99,97,99,102,98
AHR act,23,1,2,6,-2,2,-2,-6
AGP1 TOR yeast,97,102,/,98,96,103,107,99
MEP2 TOR yeast,99,104,90,103,93,99,104,100

57) Cc1ccc(CS(=O)(=O)CCC(=O)NCCCN2CCCC2)cc1
58) COc1ccc(CNC(=O)C(c2ccco2)N(Cc2ccccc2)C(=O)Cc2cccs2)cc1 (configuration not stated)
59) CNC(=S)N/N=C(\C)c1ccc(Cl)s1
60) CCCC(=O)Nc1nc2nc(-c3ccccc3)cc(=O)n2[nH]1
61) O=C(CCc1ccccc1)N1CCN(c2ccccc2F)CC1
62) COC(=O)C(C)(C)ONC(=O)Nc1ccccc1Cl
63) COc1ccc(/C=C/C=C2\N=C(SC)SC2=O)cc1
64) Cc1ccc(F)cc1NC(=O)CSCc1c(C)noc1C
Compound,57,58,59,60,61,62,63,64
Efflux pump mplx,-0.1,-0.1,-0.3,0.0,0.0,-0.1,0.1,0.2
CIT2-GFP yeast,97,93,106,103,102,102,93,95
Yeast superoxide,153,89,95,98,76,93,94,113
LAP4-GFP MLPCN,93,94,99,96,101,104,92,93
RPL19A-GFP yeast,99,100,100,98,100,98,96,91
AHR act,0,6,-6,0,0,-1,3,0
AGP1 TOR yeast,96,102,98,102,100,101,93,95
MEP2 TOR yeast,104,100,102,101,99,95,103,95

At a glance, some entries already given.
56) O=C(NCCc1ccccc1)c1ccc(=O)oc1
57) Cc1ccc(CS(=O)(=O)CCC(=O)NCCCN2CCCC2)cc1
58) COc1ccc(CNC(=O)C(c2ccco2)N(Cc2ccccc2)C(=O)Cc2cccs2)cc1 (configuration not stated)
59) CNC(=S)N/N=C(\C)c1ccc(Cl)s1
60) CCCC(=O)Nc1nc2nc(-c3ccccc3)cc(=O)n2[nH]1
61) O=C(CCc1ccccc1)N1CCN(c2ccccc2F)CC1
Compound,56,57,58,59,60,61
Efflux pump mplx,0.1,-0.1,-0.1,-0.3,0.0,0.0
CIT2-GFP yeast,96,97,93,106,103,102
Yeast superoxide,110,153,89,95,98,76
LAP4-GFP MLPCN,96,93,94,99,96,101
RPL19A-GFP yeast,98,99,100,100,98,100
AHR act,-6,0,6,-6,0,0
AGP1 TOR yeast,99,96,102,98,102,100
MEP2 TOR yeast,100,104,100,102,101,99

Next results follow.
65) CCS(=O)(=O)c1nc(S(=O)(=O)c2ccc(Cl)cc2)c(N2CCC3(CC2)OCCO3)s1
66) COc1ccc(CN2CCCC(CNC(=O)c3ccc(F)cc3)C2)c(C)c1C (configuration not stated)
67) COC(=O)c1cc2c(ccn2-c2ccc(F)cc2)n1CC(C)C
68) CCOC(=O)N1CCN(S(=O)(=O)/C=C/c2ccccc2)CC1
Compound,65,66,67,68
Efflux pump mplx,-0.1,0.1,-0.1,0.0
CIT2-GFP yeast,104,101,102,102
Yeast superoxide,77,112,89,103
LAP4-GFP MLPCN,100,90,103,110
RPL19A-GFP yeast,105,103,105,99
AHR act,1,1,24,-4
AGP1 TOR yeast,104,99,109,107
MEP2 TOR yeast,108,101,102,107
